# From PubChem
# BAZ2B inh – BAZ2B (human) inhibition; Q9UIF8; AlphaScreen BAZ2B-H3K14Ac peptide displacement; Potency, µM (series often up to 114 µM), without a hit: at the top dose activity change, negative = inhibition, most hits filed as inhibitors; 360,000 compounds, 4.4% hits; note: % is set by controls: 0 for no effect and ±100 for the full control effect; nearly all actives have a fitted effect of over 60% in size
#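 In this displacement format the biotinylated H3(5-23) peptide acetylated at Lys14 serves as ligand at 50 nM, with BAZ2B at 50 nM in PBS pH 7.4 containing 0.01% Tween-20. Donor and acceptor beads are 10 ug/mL final.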
# POLK inh – inhibitors of human DNA polymerase kappa. Q9UBT6. purified Pol kappa, fluorescent DNA synthesis assay, 10 min. Potency, µM (series often up to 107 µM), without a hit: at the top dose activity, negative = inhibition, usual class: inhibitors. 400,000 compounds, 0.53% hits; note: % is set by controls: 0 for no effect and ±100 for the full control effect
#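 Inhibition of 10 nM Pol kappa is measured by a fluorescent read-out at 0 and 10 min following addition of 50 nM substrate (final), with a 15-min room-temperature compound preincubation.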
# JMJD2A Tudor – JMJD2A Tudor domain (human) inhibition; 390,000 compounds, 4.4% hits; AlphaScreen JMJD2A-Tudor / H3K4me3 peptide binding; AID 504339; O75164; Potency, µM (doses to about 114 µM), for inactives: at the top dose activity change, negative = inhibition, actives largely listed as inhibitors; note: % is set by controls: 0 for no effect and ±100 for the full control effect; nearly all actives have a fitted effect of over 50% in size
# G9a inh – G9a (human) methyltransferase inhibition | G9a H3K9 monomethylation, AlphaScreen, 2 h | 350,000 compounds, 8.8% hits | Q96KQ7 | Potency, µM (highest dose often 102 µM), for the others: top-dose activity, negative = inhibition, hits mostly inhibitors; note: % is set by controls: 0 for no effect and ±100 for the full control effect; nearly all actives have a fitted effect of over 75% in size
# Target sequence (Q96KQ7 913-1193 limits assumed): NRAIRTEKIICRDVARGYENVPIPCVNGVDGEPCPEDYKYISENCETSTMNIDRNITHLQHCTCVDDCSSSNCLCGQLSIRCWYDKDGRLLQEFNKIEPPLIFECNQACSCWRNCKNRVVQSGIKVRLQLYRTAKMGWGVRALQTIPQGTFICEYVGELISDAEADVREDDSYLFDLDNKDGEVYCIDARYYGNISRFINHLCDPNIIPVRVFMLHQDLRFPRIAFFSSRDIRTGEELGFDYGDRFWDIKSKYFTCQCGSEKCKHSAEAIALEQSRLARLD
#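 Compounds were preincubated with 20 nM G9a for 15 min, after which biotinylated H3K9 peptide (500 nM) and SAM (20 uM) started a 2 h room-temperature reaction. Monomethylated product was quantified by antibody-based AlphaScreen chemiluminescence.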
# POLB inh – blocks human DNA polymerase beta activity. Pol beta primer extension/strand displacement, fluorescence kinetic. Potency, µM (top dose mostly 114 µM), for inactives: at the top dose activity change, negative = inhibition, usual class: inhibitors. 340,000 compounds, 1.3% hits. AID 485314; note: % is set by controls: 0 for no effect and ±100 for the full control effect
#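 Pol beta (10 nM) was preincubated with compound for 15 min at room temperature. The reaction was then started with 50 nM substrate and read immediately and after a further 10 min at room temperature.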
# POLI inh – inhibitors of human DNA polymerase iota; AID 588590; 390,000 compounds, 1% hits; Pol iota fluorescent replication assay, 10 min; Q9UNA4; Potency, µM (titrated, usually from 115 µM), inactives show at the top dose activity, negative = inhibition, most hits filed as inhibitors
#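 Fluorescent replication assay read twice, at 0 min and 10 min after adding 50 nM (final) substrate. Enzyme (10 nM) and compounds were first incubated 15 min at room temperature; enzyme-free buffer wells were negative controls.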
# BLM inh – inhibitors of human Bloom syndrome helicase BLM | recombinant BLM DNA unwinding, fluorescence dequenching | 350,000 compounds, 0.2% hits | Potency, µM (doses to about 56.1 µM), for inactives: at the top dose activity change, negative = inhibition, actives largely listed as inhibitors | P54132 | AID 2528;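 note: plate controls were vehicle for no effect and no enzyme for full effect; nearly all actives have a fitted effect of over 35% in size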
# POLH inh – DNA polymerase eta (human) inhibition. recombinant Pol eta, fluorescent DNA replication assay. Q9Y253. Potency, µM (highest dose often 114 µM), without a hit: at the top dose activity change, negative = inhibition, hits mostly inhibitors. 390,000 compounds, 1.2% hits; note: % is set by controls: 0 for no effect and ±100 for the full control effect
# Target sequence (Q9Y253 whole entry, looked up): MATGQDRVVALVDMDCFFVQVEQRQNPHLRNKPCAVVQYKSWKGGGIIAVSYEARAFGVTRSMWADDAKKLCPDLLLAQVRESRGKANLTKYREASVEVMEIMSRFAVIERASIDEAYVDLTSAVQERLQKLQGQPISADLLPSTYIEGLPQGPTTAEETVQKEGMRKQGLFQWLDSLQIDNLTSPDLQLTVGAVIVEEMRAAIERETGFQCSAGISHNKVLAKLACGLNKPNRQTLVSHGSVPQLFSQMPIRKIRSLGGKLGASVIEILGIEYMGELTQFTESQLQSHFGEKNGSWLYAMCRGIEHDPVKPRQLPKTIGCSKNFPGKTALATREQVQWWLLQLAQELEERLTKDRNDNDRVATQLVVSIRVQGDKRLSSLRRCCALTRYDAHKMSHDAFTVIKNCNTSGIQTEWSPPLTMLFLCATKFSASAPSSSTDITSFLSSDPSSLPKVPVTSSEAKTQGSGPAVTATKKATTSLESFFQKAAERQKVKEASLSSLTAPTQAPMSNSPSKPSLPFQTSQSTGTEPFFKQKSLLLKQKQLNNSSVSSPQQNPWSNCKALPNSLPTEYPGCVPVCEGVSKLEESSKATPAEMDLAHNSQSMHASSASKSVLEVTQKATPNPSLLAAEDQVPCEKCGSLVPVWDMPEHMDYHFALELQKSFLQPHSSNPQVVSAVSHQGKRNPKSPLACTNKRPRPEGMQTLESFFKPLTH
#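 Pol eta at 10 nM preincubated with compounds 15 min at room temperature; reaction started with fluorescent substrate (50 nM final) and read kinetically at 0 and 10 min.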
# APEX1 inh – blocks human APE1 abasic DNA cleavage. Potency, µM (top dose mostly 65.8 µM), inactives show at the top dose activity change, negative = inhibition, actives largely listed as inhibitors. 350,000 compounds, 0.35% hits. recombinant APE1, TAMRA/BHQ-2 abasic DNA cleavage fluorescence. P27695. AID 2517;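 note: plate controls were vehicle for no effect and reference inhibitor for full effect; nearly all actives have a fitted effect of over 55% in size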
#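 APE1 at 0.75 nM final was preincubated with compound 15 min at room temperature, then 50 nM double-stranded THF abasic-site substrate (5'-TAMRA/3'-BHQ-2) was added. Fluorescence (ex 525/em 598 nm) was read kinetically; third-minus-first read gave activity.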
# Active calls of the source: *; ? = inconclusive; · = no result given; & = joins results of further samples; [ ] = dose if it differs, or a comment. Calls come from the whole dose curve; as a rule, active = well fitted curve in the direction sought with a large enough effect; inconclusive = small, poorly fitted or top-dose-only effect, or another doubt; inactive = no such curve, though single readings can be large; an effect the other way counts as inactive or inconclusive. Potency is the fitted concentration of half-maximal effect.
Compound	BAZ2B inh	POLK inh	JMJD2A Tudor	G9a inh	POLB inh	POLI inh	BLM inh	POLH inh	APEX1 inh
CCCCc1ccc(S(=O)(=O)NCCCN2CCCC2=O)cc1	4%	-9%	-7%	·	0%	36%[activator]	0%	-16%	2%
O=C(NCc1nnc(SCC(=O)N2CCOCC2)o1)c1ccccc1F	·	13%	4%	-43%	0%	2%	-2%	0%	3%
COC(=O)c1c(NC(=O)C2C3C=CC(CC3)C2C(=O)O)sc(C)c1C (stereo not given)	-3%	-7%	-6%	-19%[59 µM]	4%	24%	-2%	-6%	-2%
Nc1nc(N)nc(Cc2ccccc2O)n1	13%	-5%	-18%	5%[0.501 µM]	·	45%[activator]	·	-16%	1%
Cc1nc2ccccc2c(=O)n1NC(=O)c1ccc([N+](=O)[O-])cc1Cl	·	-10%	-9%	-46%	17%	93%[activator]	-2%	-14%	-1%
O=C(CSc1nc(C2CCCCC2)n(-c2ccccc2)n1)NCC(F)(F)F	3%	-17%	-4%	32%[59 µM]	8%	14%	2%	-14%	1%
Cc1ccc(C)c(N2CCN(CCCNC(=O)Cn3ncc4c([nH]c5ccccc54)c3=O)CC2)c1	-12%	2%	-27%	-7%[59 µM]	3%	19%	3%	-12%	·
CCCCn1c(=O)[nH]c(=O)c2c1nc(-c1cc(Cl)c(OC)c(OC)c1)n2C	1%	-4%	-12%	?	27%	27%	-6%	-6%	29%
O=C(CN1CCOCC1)Nc1ccccc1Sc1ccc(Cl)cc1	-2%	-9%	11%	-4%[59 µM]	-11%	-21%	1%	-7%	1%
CC(C)NC(=O)CC1Nc2c3ccccc3nc(=S)n2C1=O (stereo not given)	-1%	-17%	-2%	17%[2.33 µM]	2%	16%	-6%	5%	22%
O=C(CN1C(=O)NC2(CCCCC2)C1=O)Oc1ccc2ccc(=O)oc2c1	-3%	8%	-5%	-4%[12.7 µM]	·	17%	·	-12%	36%
Cc1cc(C)cc(N2CCCn3c2nc2c3c(=O)n(CCN3CCOCC3)c(=O)n2C)c1	-5%	-9%	-24%	0%[12.7 µM]	-1%	7%	-3%	-8%	-2%
COc1ccc(-c2nc3ccccc3s2)cc1NC(=O)COc1ccc(C)cc1	-6%	-13%	-18%	3%[59 µM]	-6%	-6%	-6%	3%	·
CC(C)[C@H](NC(=O)c1ccc(Cl)cc1)C(=O)OCC(=O)N1CCN(c2ccccc2)CC1	·	-6%	-22%	·	·	5%	·	-11%	-2%
O=C(Nc1ccc(Cl)c(Cl)c1)N1CCC(N2CCCCC2)CC1	9%	0%	7%	1%[2.33 µM]	25%	5%	1%	-6%	-2%
CCOC(=O)c1cnc(SCC(=O)NCc2ccco2)nc1N	-9%	-4%	-19%	-43%	3%	?	-2%	2%	13%
O=C(CNC(=O)c1ccccc1F)NCC(c1cccs1)N1CCOCC1 (stereo not given)	-7%	7%	-5%	13%[59 µM]	·	46%[activator]	·	-8%	23%
CCOc1ccc(Br)cc1CSC(=N)N	6%	-8%	-25%	28%[59 µM]	-10%	14%	3%	-10%	0%
O=C(CCn1cnc2ccccc2c1=O)NCc1ccccc1Cl	-2%	-5%[60.1 µM]	-23%	-11%[59 µM]	0%	9%	-1%	-12%	·
CCCCC(OC(=O)c1cc2occc2n1C)C(=O)NCC1CCCO1 (stereo not given)	-37%	-3%	-25%	?	39%	25%	0%	-8%	7%
COc1cc2nc(NC(=O)c3ccc(Cl)cc3)[nH]c(=O)c2cc1OC	0%	2%	-6%	4%[59 µM]	13%	19%	-9%	8%	7%
O=C(N/N=C/c1cn(CCOc2ccccc2)c2ccccc12)c1ccncc1	-37%	-3%	-19%	12%	?	39%[activator]	-13%	-14%	-9%
Cc1cc(C)cc(N(C(=O)c2cc3ccccc3oc2=O)C2C=CS(=O)(=O)C2)c1 (stereo not given)	5%	-8%	-13%	-3%	-5%	10%	5%	-6%	13%
NNc1nc2sc3c(c2c(=O)n1Cc1ccccc1)CCC3	-23%	?	-32%	?	?	?	-12%	2%	-9%
CCC1(c2ccc(Cl)cc2)NC(=O)N(CC(=O)NC2(C#N)CCCCC2)C1=O (stereo not given)	·	0%	-19%	·	·	-17%	·	-7%	15%
CCOc1ccc(S(=O)(=O)NCc2ccccn2)c(C)c1C	-2%	5%	-3%	·	10%	20%	-2%	-8%	-8%
Cc1ccc(-c2ccc(CCC(=O)O)n2-c2cccc(O)c2)cc1	?	-10%&-12%	?	14µM*	5%&-10%	-15%&24%	-5%&-9%	0%&-18%	-4%
COc1cc(NC(=O)c2ccc3c(Cl)c4c(nc3c2)CCC4)cc(OC)c1OC	-3%	-24%	-21%	28µM*	12%	-9%	-2%	-9%	·
COC(=O)C1=C(C)NC(C)=C(C(=O)OCC(C)C)C1c1ccccc1[N+](=O)[O-] (stereo not given)	·	12%	20µM*	11µM*	·	7%	2%	0%	·
CC(C)CNC1CS(=O)(=O)CC1O (stereo not given)	-9%	4%	-13%	24%[12.7 µM]	2%	17%	3%	-7%	-2%
O=C(NCC1CCCO1)c1ccc(NS(=O)(=O)c2cccs2)cc1 (stereo not given)	-34%	-33%	?	35µM*	?	?	-17%	?	-2%
COc1ccc(NC(=O)CSc2nnc(COc3ccccc3)n2Cc2ccco2)cc1OC	?	-2%	-33%	-23%	18%	9%	-7%	10%	-7%
CCCCNC(=O)c1onc(CSc2ccccc2)c1C(=O)NCCCC	60%[activator]	-5%	36%[activator]	?	·	15%	·	-19%	20%
CCOC(=O)CSc1nc2sc3c(c2c(=O)n1Cc1ccccc1)CC(C)CC3 (stereo not given)	2%	-4%	-16%	6%[59 µM]	2%	-1%	-3%	5%	·
CC(C)COc1ccc(C(=O)CCN2CCCCC2)cc1	-11%	-16%	-13%	16µM*	2%	-2%	3%	2%	-7%
Cc1nc(C2COc3ccccc3O2)sc1C(=O)O (stereo not given)	-1%	-5%	11%[57.1 µM]	5%	5%	82%[activator]	-2%	-15%	-1%
Cc1cccc(C(=O)O)c1NC(=O)Cc1cccc2ccccc12	-15%	11%	-8%	4%	?	27%	-5%	-10%	-9%
CCCCn1c(NCCC)nc2c1c(=O)[nH]c(=O)n2C	11%	-5%	-4%	14%[59 µM]	4%	13%	0%	1%	-1%
CCOc1ccccc1CNC(=O)CCNC(=O)Cn1ccc2ccccc2c1=O	1%	-26%	-11%	-29%[59 µM]	33%	18%	-6%	1%	0%
CCOc1ccc(CCNC(=O)c2nnn(CC(=O)Nc3c(C)cc(C)cc3C)c2N)cc1OCC	-3%	-9%	?	22%[59 µM]	57%[activator]	-18%	-1%	6%	-10%
CCOc1ccc(NC(=O)CSc2nc3c(c(=O)[nH]2)CCCC3)cc1	-19%	-3%	0%	-42%[59 µM]	1%	24%	-2%	-6%	·
CSc1ccccc1NC(=O)Cc1ccc(Br)cc1	?	0%	-5%	33%[59 µM]	12%	6%	-7%	-5%	6%
COCCNC(=O)C(=O)NCC1OCCN1S(=O)(=O)c1cccs1 (stereo not given)	-19%	-15%	-11%	13%	1%	32%[activator]	-3%	6%	7%
CCC(C)N1CC23C=CC(O2)C(C(=O)OC)C3C1=O (stereo not given)	-9%	3%	-19%	-33%[59 µM]	-18%	24%	0%	-13%	3%
CC(=O)N1c2ccc(S(=O)(=O)NCC3CCC(C(=O)N4CCCC(C)C4)CC3)cc2CC1C (stereo not given)	-32%	1%	?	62%[activator]	3%	43%[activator]	3%	-18%	25%
CCc1ccccc1OCCOc1ccc(C)cc1OC	73%[activator]	-11%	-27%[11.4 µM]	47%[59 µM]	33%	-15%	-3%	?	-3%
Cc1ccnc(NC(=S)NC(=O)c2ccco2)c1	-35%	-1%	-19%	-13%	21%	56%[activator]	0%	-3%	0%
COc1ccc(OC)c(CNC(=O)c2ccc(C)c(NC(=O)c3nsc4ccccc34)c2)c1	2%	2%[60.1 µM]	-16%	-22%[59 µM]	5%	70%[activator]	-2%	-11%	·
CCCn1nnc(NC(=S)NC(=O)c2ccc(-c3ccc(Br)cc3)o2)n1	-13%	-3%	-29%	?	20%	-2%	-2%	9%	?
O=C(Nc1ccc(F)cc1)c1cccc(N2C(=O)C3C4CCC(C4)C3C2=O)c1 (stereo not given)	-1%	-2%	18%	3.2µM*	10%	7%	-8%	-13%	-3%
Cc1cccc(-n2ncc(C(=O)N3CCN(Cc4ccccc4)CC3)c2C2CCN(C(=O)OC(C)(C)C)CC2)c1	3%[57.1 µM]	-8%	-18%	-35%[59 µM]	0%	-12%	-2%	16%	·
COc1ccccc1CNC(=O)CSc1nc2ccccc2c(=O)n1CCCN1CCOCC1	-18%	-8%	-8%	23%[12.7 µM]	1%	51%[activator]	-4%	-2%	4%
O=C(NCc1ccccc1)c1nc(S(=O)(=O)Cc2ccc(F)cc2)ncc1Cl	-12%	-27%	-14%	?	-1%	-9%	-5%	-20%	·
CC(=O)OCC1(C)CN(c2ccccc2)NC1=O (stereo not given)	-22%	-9%	-9%	14µM*	2%	11%	-5%	-7%	-8%
CCn1cc(S(=O)(=O)CC(=O)Nc2ccc3c(c2)OCCO3)c2ccccc21	?	-33%	?	?	-27%	-6%	-4%	0%	12%

# Not all compounds are listed; the hit share may differ from the screen's.
